# NSD2 HMT inh = blocks human histone methyltransferase NSD2. 0.54% of 310,000 active. AID 743445. inhibition, % at 12.5 µM. NSD2 peptide methylation, AlphaScreen, 120 min. O96028; in the data active = inhibition above about 50%
# RTF Ca sens act = increases calcium sensitivity of human cardiac regulated thin filaments; 0.24% of 340,000 active; activation, % at 7.2 µM; IANBD-labeled TnC RTF fluorescence at EC20 calcium; 0% EC20 calcium, 100% full calcium; AID 493008;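 active = activation above the mean over all tested compounds plus 3 SD, cut at about 30% in these data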;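 note: rise in fluorescence read as greater calcium sensitivity of cardiac thin filaments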
# PvdQ acylase = P. aeruginosa PvdQ acylase inhibition; purified PvdQ acylase, fluorescence plate reader; inhibition, % at 10 µM; 0.063% of 340,000 active; in the data active = inhibition above about 30%, passing the limit was not always enough;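 note: 0% = vehicle neutral wells and 100% = reference inhibitor wells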
# Cardiac RTF inh = cardiac RTF calcium desensitization; P19429+P45379; IANBD-labeled cardiac RTF, Ca2+ fluorescence; inhibition, % at 7.15 µM; 0.12% of 340,000 active;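 active = inhibition above the mean inhibition of all tested compounds plus 3 SD, cut at about 17% in these data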;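 note: assay run at fixed EC70 calcium of 1.6 mM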
# PfHsp90 yeast 2 = growth inhibition of yeast expressing Plasmodium Hsp90 | S. cerevisiae expressing PfHsp90, BacTiter-Glo ATP, 48 h; yeast lacking PDR1 and PDR3 efflux regulators | inhibition, % at 9.4 µM | 0.32% of 310,000 active;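 active = every replicate shows inhibition above about 80%, whatever the replicate mean, limit read from the data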;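 note: 0% = DMSO neutral controls and 100% = 20 µM radicicol positive controls; yeast relying on Plasmodium falciparum Hsp90 in place of its own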
# Mot1-301 SUMO = inhibitors of SUMOylation pathway: yeast Mot1-301 growth rescue; S. cerevisiae Mot1-301 growth rescue, ATP luminescence, 38.5C; percent above DMSO median, 100 means doubled; growth rescue, % at 18.8 µM; 1% of 320,000 active; AID 2716;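 active = every valid replicate shows activation above 250% relative to neutral control wells; inactive = the rest, any valid replicate at or below 250%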;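 note: OY570 slx delta 5 strain wells were the positive control but not used for scaling; some compounds called inactive have numbers as strong as hits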
# Rtt109 Vps75 = blocks Candida albicans Rtt109/Vps75 acetyltransferase activity | Q5AAJ8 | inhibition, % at 34.9 µM | purified Rtt109/Vps75, ThioGlo CoA-SH fluorescence, 4 h | AID 540336 | 0.16% of 330,000 active;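 active = inhibition of at least 50% in every replicate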
# Target sequence (Q5AAJ8 whole entry, looked up): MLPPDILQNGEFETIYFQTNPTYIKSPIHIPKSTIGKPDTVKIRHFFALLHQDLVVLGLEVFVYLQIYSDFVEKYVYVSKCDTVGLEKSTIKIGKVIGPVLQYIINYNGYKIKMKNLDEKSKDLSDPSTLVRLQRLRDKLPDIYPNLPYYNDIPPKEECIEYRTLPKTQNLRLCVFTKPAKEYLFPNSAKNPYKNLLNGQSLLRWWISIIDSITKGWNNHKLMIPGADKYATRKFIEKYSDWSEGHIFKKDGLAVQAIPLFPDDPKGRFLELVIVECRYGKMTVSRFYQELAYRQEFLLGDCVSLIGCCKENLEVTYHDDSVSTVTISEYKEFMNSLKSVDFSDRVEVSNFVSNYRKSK
# dFosB activator = enhances mouse delta FosB homodimer DNA binding | purified delta FosB, TAMRA-CDK5 oligo fluorescence polarization; percent of positive-control signal above neutral wells | activation, % at 25 µM | 0.99% of 340,000 active | AID 493131;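 active = mean activation above about 17%, with every replicate also reaching it, limit read from the data, passing the limit was not always enough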;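 note: fluorescence polarization rise as delta FosB binds a TAMRA Cdk5 AP-1 oligo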
# Keap1 Nrf2 FP = inhibitors of human Keap1-Nrf2 protein-protein interaction. Q14145. Keap1 Kelch-Nrf2 peptide fluorescence polarization, 1536-well. inhibition, % at 9.4 µM. 0.15% of 340,000 active; in the data active = inhibition above about 12%;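 note: human Keap1 Kelch domain with fluorescein labeled Nrf2 9mer peptide probe; 0% = neutral control wells and 100% = peptide positive control; higher means more block of Keap1 binding to Nrf2 peptide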
# LANA DNA inh = blocks KSHV LANA C-terminal domain binding to DNA | MBP-C-LANA/FAM-LBS DNA binding, fluorescence polarization | inhibition, % at 9 µM | 0.078% of 340,000 active;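 active = highest replicate inhibition at or above 60% at 9 µM, even if other replicates fall short; inactive = all replicates below 60% inhibition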;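 note: 0% = neutral control wells and 100% = 4 µM acridine orange control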
# CDK5 p35 inh = blocks human CDK5/p35 kinase activity; Recombinant CDK5/p35, ADP-Glo luminescence, 60 min; inhibition, % at 10 µM; 0.01% of 330,000 active; AID 488839; Q00535+Q15078;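 active = highest replicate inhibition of at least 50% and at least 75% of replicates reaching 50%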;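 note: plate controls were DMSO neutral control for no effect and GW8510 at 10 µM for full effect; many of its hits are not listed in these tables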
# Target sequence (Q00535 whole entry, looked up): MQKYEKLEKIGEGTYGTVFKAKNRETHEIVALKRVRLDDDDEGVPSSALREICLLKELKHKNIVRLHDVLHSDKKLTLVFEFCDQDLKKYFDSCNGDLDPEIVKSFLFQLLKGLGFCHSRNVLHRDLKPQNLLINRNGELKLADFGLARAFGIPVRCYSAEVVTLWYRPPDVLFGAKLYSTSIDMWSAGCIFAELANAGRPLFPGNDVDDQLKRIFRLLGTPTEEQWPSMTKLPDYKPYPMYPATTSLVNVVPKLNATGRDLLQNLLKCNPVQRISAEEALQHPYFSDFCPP
# Target sequence (Q15078 whole entry, looked up): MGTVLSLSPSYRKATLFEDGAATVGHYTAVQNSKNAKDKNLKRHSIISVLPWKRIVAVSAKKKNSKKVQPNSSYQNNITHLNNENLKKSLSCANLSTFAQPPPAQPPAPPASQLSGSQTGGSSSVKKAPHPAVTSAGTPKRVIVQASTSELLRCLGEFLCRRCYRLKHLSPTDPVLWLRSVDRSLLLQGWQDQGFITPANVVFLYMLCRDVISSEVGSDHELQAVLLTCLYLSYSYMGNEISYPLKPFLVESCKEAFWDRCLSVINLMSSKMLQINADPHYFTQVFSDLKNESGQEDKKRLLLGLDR
# The depositor's hits bear a star; i = inactive; · = no result given.
SMILES,NSD2 HMT inh,RTF Ca sens act,PvdQ acylase,Cardiac RTF inh,PfHsp90 yeast 2,Mot1-301 SUMO,Rtt109 Vps75,dFosB activator,Keap1 Nrf2 FP,LANA DNA inh,CDK5 p35 inh
O=C(CC1NC(=S)NC1=O)c1ccc(Cl)cc1 (configuration not stated),-2,-1,-4,-6,12,4,6,3,3,0.5,-0.1
CC(=O)Nc1cc(F)c2c(c1F)Cc1cc(F)ccc1-2,-5,-6,-10,-2,-12,·,-4,4,4,0.2,1.4
Cc1cc(NC(=O)C(C)SCC(=O)N(C)CC(=O)Nc2ccccc2Br)no1 (configuration not stated),7,5,-8,4,-14,-10,2,-6,-4,0.6,-1.6
C=CCC(COCc1ccccc1)NS(=O)(=O)c1ccccc1Br (configuration not stated),·,-3,-19,-2,9,27,2,4,-1,-0.8,1.2
O=C(COC(=O)c1cccc(Cl)c1)Nc1cccc(S(=O)(=O)NC2=NCCC2)c1,2,3,-2,4,-5,16,10,-11,-1,1.4,-0.5
COc1ccc2nc(SCC(=O)N(C)C3CCCCC3)c(C#N)cc2c1,-3,2,2,5,·,2,11,-14,-15,0.6,-1.5
CCc1cc(=O)oc2c(C)c(O)c(CN3CCCCC3)cc12,15,0,-20,-5,·,62,i,-1,-11,-0.2,-1.4
Cc1cc(C(F)F)nn1CC(=O)NCc1ccco1,-1,-2,4,8,-5,2,-4,3,0,1.3,1.2
CCCC(=O)Nc1cc(OCC)c(NC(=O)NC2CCCCC2)cc1OCC,1,8,-12,1,-1,-20,-2,-1,3,-0.5,1.8
CCCS(=O)(=O)c1ncc(Cl)c(C(=O)Nc2ccc(S(=O)(=O)Nc3ncccn3)cc2)n1,-3,3,-14,-3,-50,-5,3,1,42*,-0.1,·
COc1cc(-c2nc3ccccc3s2)ccc1O,·,-11,-6,0,-14,23,-8,-12,2,-1.1,2.3
O=C1OC2(c3ccccc3)C3CCCC2C13,0,3,26,-5,-15,-7,6,2,-1,-1.1,0.1
COc1cc(C(=O)C(=O)c2cc(OC)c(O)c(OC)c2)cc(OC)c1O,-1,-2,-8,-2,1,-5,5,-2,-4,1.9,-0.7
COc1cccc(OCC(=O)NNC(=O)C(=O)Nc2ccc(OC)cc2OC)c1,2,-1,-6,-7,-21,13,5,-7,-6,-0.7,-1.2
Cc1cc(OCC(=O)Nc2ccc(S(=O)(=O)NC3=NCCCCC3)cc2)c(C(C)C)cc1Cl,-1,-1,12,-1,-22,-6,4,-15,-7,-0.4,0.2
CN(C)N1C(N)=C(C#N)C(c2cccc(Cl)c2)C2=C1CCCC2=O (configuration not stated),-1,-1,-13,-11,-10,-11,-6,-6,2,0.1,0.9
COC(CNC(=O)CCc1c(C)nc2c(c(C)nn2-c2ccc(C)cc2)c1C)OC,-2,-1,-21,-9,-30,483,4,-5,-3,0.4,2.1
Cc1[nH]nc(N)c1-c1ccccc1,-2,0,9,-4,-12,-1,1,-1,2,0.9,0.5
O=C(CSc1nccc(=O)[nH]1)N1CCc2ccccc2C1,-6,2,-2,-7,-5,4,·,6,-2,0.0,-1.2
CCOC(=O)C(C)Oc1nc(Oc2ccccc2)nc(N(C)C)n1 (configuration not stated),-2,-3,-12,-4,-13,4,-11,0,0,0.4,-0.6
COc1ccccc1NS(=O)(=O)c1ccc2[nH]c(=S)oc2c1,28,-5,7,9,·,1,8,-3,-1,-0.2,0.7
COc1ccc(OCc2cc(C(=O)NC(C)c3csc(C)n3)no2)c(Cl)c1 (configuration not stated),-8,2,-11,3,19,-7,7,-5,-2,-1.7,-1.0
c1cncc(-c2nc(NCCCn3ccnc3)c3ccccc3n2)c1,3,3,-9,-9,-43,42,1,-40,-3,1.7,-1.1
O=C(CC1C(=O)NCCN1Cc1cccc(F)c1F)NC1CCCCCC1 (configuration not stated),-1,6,-6,-3,22,-3,-10,-12,-6,3.1,-0.1
Cc1cc(C(=O)Nc2cccc(S(=O)(=O)N3CCCCC3)c2)c2ccccc2n1,0,0,-12,-1,-2,-9,-3,-9,2,-0.3,-1.1
CC1CCc2sc(C(=O)OCC(=O)NC(N)=O)cc2C1 (configuration not stated),0,-1,-3,-1,0,7,-16,7,-1,1.2,-0.2
Cc1ccc(C2Oc3ccccc3C3=C2C(c2cccs2)n2ncnc2N3)cc1 (configuration not stated),-4,0,6,6,-28,79,-6,-2,-3,0.2,-1.6
CCN(CC(=O)Nc1ccc2c(c1)OCO2)S(=O)(=O)c1ccccc1,-3,-1,-8,-8,-11,-9,7,-7,3,-0.5,-0.9
O=C(NCc1ccccn1)c1ccc([N+](=O)[O-])cc1,-3,-7,-4,-4,34,-15,·,-3,-7,0.0,-0.9
CCCNC(=O)C(Cc1ccccc1)NC(=O)c1ccccn1 (configuration not stated),·,5,-9,-14,11,13,-8,-6,-1,0.5,-2.8
CC[C@@H](C)[C@H](CN[C@H](CNC)[C@@H](C)O)NCCc1ccc(OC)cc1,·,-2,-10,-3,5,-11,0,6,-1,1.5,0.4
O=C(COC(=O)Cc1cccs1)NCc1ccc(F)cc1,-3,-3,-10,-10,16,-13,-19,5,1,-1.2,-0.8
COc1nn(-c2nc(-c3ccccc3)cc(C(F)(F)F)n2)cc1[N+](=O)[O-],1,4,-10,-26,-34,-10,1,-10,0,0.9,-3.8
COC(=O)C1=C(C)NC(=S)NC1c1ccc(-c2cc(Cl)ccc2Cl)o1 (configuration not stated),0,1,-8,-5,-12,2,2,-10,0,1.0,3.4
COc1ccc(CN(C)C(=O)c2ccccc2OCc2c(C)noc2C)cc1OC,-2,-1,-4,-2,8,-5,6,0,-1,-1.0,0.3
O=C(NCCN=C1NS(=O)(=O)c2ccccc21)c1ccc2nccnc2c1,-1,-4,8,3,-11,-6,16,-5,2,0.7,0.2
Cn1c(NC(=O)/C=C/c2ccc(Cl)c(Cl)c2)cc(=O)n(C)c1=O,0,5,-10,-3,33,11,0,1,-3,1.2,-1.7
CCc1n[nH]c(=S)n1/N=C/c1ccc(N(C)c2ccccc2)cc1,15,9,4,-8,-2,291,3,2,-2,-0.6,-3.4
CCOC(=O)Cc1csc(NC(=O)c2c(C)noc2C)n1,0,-6,0,-2,5,1,13,-3,-2,-0.3,-1.4
O=C(CN1CCN(c2ccc(O)cc2)CC1)Nc1ccc(SC(F)F)cc1,8,2,3,-6,-7,218,8,-9,3,1.5,-0.2
O=[N+]([O-])c1ccc(N2N=C(c3ccccc3)CC2c2ccccc2O)cc1 (configuration not stated),-7,47*,11,-53,108*,-22,-6,-5,-8,-1.2,0.8
CCCC(c1nnnn1CCc1ccccc1)N1CCN(C(=O)c2ccco2)CC1 (configuration not stated),1,8,-6,13,2,3,-1,-5,-6,0.6,-0.5
CSc1nc2cc(S(=O)(=O)N3CCCCC3)ccc2s1,-4,1,-17,-5,1,·,11,-11,1,-0.8,-2.7
CC(C)(C)c1ccc(O)c(N=Cc2cc(Br)ccc2O)c1,4,2,-13,-2,1,·,2,0,-2,-0.8,0.2
CC1(C)CC(=O)C(CC2=C(O)CC(C)(C)CC2=O)=C(O)C1,0,-1,-12,-8,5,4,-3,-5,0,-0.5,0.2
CCn1c(=NC(=O)CN2C(=O)CCC2=O)sc2c(C)cc(C)cc21,·,2,-6,-10,6,·,-1,-15,-1,-0.3,-0.8
CCc1ccc(Nc2nnc(SC3CCOC3=O)s2)cc1 (configuration not stated),1,0,-10,-8,1,-9,14,-3,-5,3.8,-4.5
COc1cc2cc(C(=O)N(C)C3CCS(=O)(=O)C3)[nH]c2cc1OC (configuration not stated),-5,4,-7,-10,-2,-3,-1,-5,-2,0.6,2.1

# Sorted by length of the SMILES (lowest first): part of the list above
SMILES,NSD2 HMT inh,RTF Ca sens act,PvdQ acylase,Cardiac RTF inh,PfHsp90 yeast 2,Mot1-301 SUMO,Rtt109 Vps75,dFosB activator,Keap1 Nrf2 FP,LANA DNA inh,CDK5 p35 inh
CCc1ccc(Nc2nnc(SC3CCOC3=O)s2)cc1 (configuration not stated),1,0,-10,-8,1,-9,14,-3,-5,3.8,-4.5
CCOC(=O)Cc1csc(NC(=O)c2c(C)noc2C)n1,0,-6,0,-2,5,1,13,-3,-2,-0.3,-1.4
CCc1n[nH]c(=S)n1/N=C/c1ccc(N(C)c2ccccc2)cc1,15,9,4,-8,-2,291,3,2,-2,-0.6,-3.4
CCn1c(=NC(=O)CN2C(=O)CCC2=O)sc2c(C)cc(C)cc21,·,2,-6,-10,6,·,-1,-15,-1,-0.3,-0.8
COc1cc2cc(C(=O)N(C)C3CCS(=O)(=O)C3)[nH]c2cc1OC (configuration not stated),-5,4,-7,-10,-2,-3,-1,-5,-2,0.6,2.1
O=[N+]([O-])c1ccc(N2N=C(c3ccccc3)CC2c2ccccc2O)cc1 (configuration not stated),-7,47*,11,-53,108*,-22,-6,-5,-8,-1.2,0.8

# Next compounds
SMILES,NSD2 HMT inh,RTF Ca sens act,PvdQ acylase,Cardiac RTF inh,PfHsp90 yeast 2,Mot1-301 SUMO,Rtt109 Vps75,dFosB activator,Keap1 Nrf2 FP,LANA DNA inh,CDK5 p35 inh
COc1ccc(Cl)cc1NC(=O)CCn1cnc2ccccc2c1=O,1,0,-12,-10,-22,13,1,-5,3,0.0,0.1
O=C(Nc1ccccc1)c1nnsc1S(=O)(=O)c1ccc(Cl)cc1,1,-9,-3,-5,126*,212,10,-1,-16,0.9,1.4
CC1=C/C(=C/N(C)C)C(=O)O1,1,8,-11,0,4,2,11,-5,-1,0.7,-0.7
O=C(NCc1ccc2c(c1)OCO2)c1c[nH]c2ccc(S(=O)(=O)N3CCOCC3)cc2c1=O,3,13,-20,-8,39,-12,5,-14,-4,-2.9,-1.0

# RTF Ca sens act: entries above that show a hit.
canonical_smiles | NSD2 HMT inh | RTF Ca sens act | PvdQ acylase | Mot1-301 SUMO | Rtt109 Vps75 | dFosB activator | Keap1 Nrf2 FP | LANA DNA inh | CDK5 p35 inh
O=[N+]([O-])c1ccc(N2N=C(c3ccccc3)CC2c2ccccc2O)cc1 (configuration not stated) | -7 | 47* | 11 | -22 | -6 | -5 | -8 | -1.2 | 0.8

# Whole records from above. Values in the order: NSD2 HMT inh, RTF Ca sens act, PvdQ acylase, Cardiac RTF inh, PfHsp90 yeast 2, Mot1-301 SUMO, Rtt109 Vps75, dFosB activator, Keap1 Nrf2 FP, LANA DNA inh, CDK5 p35 inh
# Cc1ccc(C2Oc3ccccc3C3=C2C(c2cccs2)n2ncnc2N3)cc1 (configuration not stated) is listed with -4, 0, 6, 6, -28, 79, -6, -2, -3, 0.2, -1.6
# O=C(CN1CCN(c2ccc(O)cc2)CC1)Nc1ccc(SC(F)F)cc1 is listed with 8, 2, 3, -6, -7, 218, 8, -9, 3, 1.5, -0.2
